Screening results: PubChem BioAssay, Sanford-Burnham Center for Chemical Genomics
tim23-1 inh: growth inhibitors of tim23-1 mutant yeast; S. cerevisiae tim23-1 growth, BacTiter-Glo luminescence, 24 h; inhibition, % at 20 µM; 330,000 tested, 1.3% active; AID 463212;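 active = growth inhibition of the mutant yeast at or above 50%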;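 also: temperature-sensitive mutant grown at 25 °C; plate controls were DMSO-treated mutant yeast for no effect and medium wells lacking yeast for full effect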
UPR CHOP act: apoptotic UPR (CHOP) activation | activation, % at 10 µM | 330,000 tested, 0.34% active | CHO-CHOP luciferase reporter, luminescence; percent of tunicamycin response over DMSO baseline;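 active = at 10 µM dose, activation of 40% or more, normalized to positive control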;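 also: 100% = tunicamycin at 10 µg/mL and 0% = DMSO alone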
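System: CHO-CHOP luciferase reporter cell line; amount: 500 cells/well; buffer or medium: F12 medium containing 10% fetal bovine serum; incubation: 6 h compound exposure at 37 °C after overnight seeding; measured by: luciferase luminescence after 10 min with Steady-Glo reagent; evaluation: % reporter activation, DMSO baseline versus tunicamycin full activation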
NALP3 yeast inh: inhibitors of NALP3 inflammasome in yeast | Yeast reconstituted NLRP3/ASC/caspase-1, beta-gal luminescence, 24 h | 330,000 tested, 0.39% active | inhibition, % at 10 µM;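 active = inhibition of 50% or more; inactive = inhibition below 50%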;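 also: plate controls were induced DMSO wells for no effect and uninduced yeast grown without galactose for full effect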
APJ agonist: agonists of human APJ apelin receptor | P35414 | CHO-K1 APJ PathHunter beta-arrestin, luminescence; 0% DMSO wells, 100% apelin | activation, % at 20 µM | 330,000 tested, 0.11% active | AID 2520;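 active = activation more than six SD over the plate average, tested at 20 µM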;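 also: 0% = DMSO alone and 100% = apelin-13 at 10 nM; some results filed as inactive read as strong as hits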
Target sequence (P35414 whole entry, looked up): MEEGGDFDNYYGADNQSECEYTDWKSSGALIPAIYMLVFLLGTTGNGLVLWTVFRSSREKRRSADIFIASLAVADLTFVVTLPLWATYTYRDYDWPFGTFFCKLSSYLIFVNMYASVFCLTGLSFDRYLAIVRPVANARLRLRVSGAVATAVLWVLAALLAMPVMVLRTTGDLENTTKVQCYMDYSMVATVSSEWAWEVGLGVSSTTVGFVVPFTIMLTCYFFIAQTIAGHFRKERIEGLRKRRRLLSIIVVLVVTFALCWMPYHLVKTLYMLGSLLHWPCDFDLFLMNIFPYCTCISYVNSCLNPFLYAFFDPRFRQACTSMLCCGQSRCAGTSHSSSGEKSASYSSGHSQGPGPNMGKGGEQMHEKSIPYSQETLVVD
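Test system – PathHunter CHO-K1 APJ (AGTRL-1) beta-arrestin reporter cells · Input – 1000 cells/well · Compound – single test compound dose, 20 µM final, 1% DMSO · Times – compound stimulation 90 min at 25 °C, detection 60 min · Technique – beta-gal luminescence · Read-out basis – APJ–arrestin association signal · Control set – negative DMSO alone, positive Apelin-13 at 10 nM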
TIM10 inh: TIM10 yeast growth inhibition; S. cerevisiae TIM10 strain growth, BacTiter-Glo luminescence, 24 h; inhibition, % at 10 µM; 330,000 tested, 1.4% active; AID 463195;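 active = inhibition of 40% or more at the single tested concentration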;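 also: wild-type TIM10 isogenic control strain grown at permissive 25 °C; 0% = DMSO yeast wells and 100% = minimal medium wells without yeast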
GRIN3A LBD mod: modulators (binders) of human NR3A ligand-binding domain; NR3A LBD differential scanning fluorimetry, Tm shift; 0% = protein alone, 100% = glycine-bound protein; 340,000 tested, 2.5% active; Tm shift relative to glycine control, % at 25 µM;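 active = melting temperature shift of at least 10% of the positive control shift, at one fixed dose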
UPR XBP1 act: activators of adaptive arm of unfolded protein response (XBP1); 330,000 tested, 0.33% active; CHO-XBP1 luciferase reporter, IRE1-XBP1 UPR activation, luminescence; percent of tunicamycin response, DMSO as zero; activation, % at 20 µM;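 active = versus positive control, 20 µM dose yields 30% or more activation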;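 also: 100% = tunicamycin at 10 µg/mL and 0% = DMSO only wells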
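Test system: CHO-XBP1 luciferase reporter cells | Buffer or medium: Serum-containing F12 medium, 10% FBS | Schedule: 6 h compound exposure at 37 °C, 5% CO2 | Detection: Steady-Glo luciferase glow luminescence, 10 min after reagent addition | Read-out basis: Activation, % of tunicamycin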
Mdm2-MdmX inh: human Mdm2/MdmX binding inhibition; O15151+Q00987; SaOS-2 split-luciferase Mdm2/MdmX complementation, luminescence; inhibition, % at 8 µM; 330,000 tested, 3% active; AID 485346;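 active = inhibition of at least 50% at 8 µM in the primary screen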
tim10-1 inh: inhibits growth of tim10-1 mutant yeast. AID 463190. S. cerevisiae tim10-1 ts strain growth, BacTiter-Glo, 24 h. 330,000 tested, 2.2% active. inhibition, % at 20 µM;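 active = inhibition of at least 40%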;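 also: mutant grown at 25 °C; 0% = DMSO wells with yeast and 100% = wells holding no yeast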
* hit, by the source's call; / = no result given.

SMILES	tim23-1 inh	UPR CHOP act	NALP3 yeast inh	APJ agonist	TIM10 inh	GRIN3A LBD mod	UPR XBP1 act	Mdm2-MdmX inh	tim10-1 inh
Cc1oc(C)c2c(=O)ccc3c(c12)OC(N)=C(C#N)C3c1ccccc1 (stereo unspecified)	10	-2.4	2	-1	-1	-7	-3	1	13
CCOC(=O)C1=C(C)N(c2ccc(Cl)cc2)C(=O)NC1c1cccc([N+](=O)[O-])c1 (stereo unspecified)	35	-1.2	10	-2	33	-2	-1	8	37
COCCCn1c(SC(C)C(=O)Nc2c(C)n(C)n(-c3ccccc3)c2=O)n[nH]c1=O (stereo unspecified)	12	1.9	-1	-2	4	0	-4	10	13
O=C(CN1c2cccc3cccc(c23)S1(=O)=O)N1CCCCC1	17	0.4	12	2	10	3	0	25	9
COc1ccc(N2CCN(C(=S)NCc3ccccc3)CC2)cc1	-1	-0.1	12	-3	-18	0	-3	14	-1
COc1ccc2cc(-c3cc(C(=O)O)c4ccccc4n3)ccc2c1	28	-6.8	-11	0	26	4	-6	-151	27
CCOC(=O)c1ccc(NC(=O)N2CCN(C3CCCCC3)CC2)cc1	22	-0.5	19	2	-1	0	-3	-1	0
CCN1C(=O)C(=O)N(Cc2ccc(OC)c(F)c2)C1=O	5	0.5	-2	0	7	1	2	7	-15
COCC(=O)N(Cc1ccco1)c1nnc(C2CCOC2)s1 (stereo unspecified)	6	0.3	13	2	8	0	1	7	20
Cc1ccc(-c2cc(C(F)F)n3ncc(C(=O)Nc4ccc(S(=O)(=O)Nc5ccccc5C)cc4)c3n2)cc1	5	0.3	19	0	6	0	-1	54*	7
COc1ccc2[nH]c3c(c2c1)CCN1C(=O)C(CC(=O)NCCCn2ccnc2)C[C@H](C(=O)N(C(C)C)C(C)C)[C@@]31C (stereo partly specified)	36	3.5	/	/	-5	3	4	14	16
Cc1nnc(NC(=O)CC23CC4CC(CC(C4)C2)C3)s1	15	-0.9	-2	-3	9	-2	2	32	12
Cc1ccccc1COC(=O)CNC(=O)c1sc2ccccc2c1Cl	26	1.5	38	-3	-8	-2	1	6	-6
O=C(Cn1nc(C(=O)O)c2ccccc2c1=O)Nc1cc(C(F)(F)F)ccc1-n1cncn1	8	0.0	3	-3	8	3	-1	10	3
O=C(CCNC(=O)c1ccc([N+](=O)[O-])cc1)Nc1ccc(F)c(F)c1F	-6	-0.2	18	-1	-9	0	-4	0	1

Full records, quoted from the list. Order of values: tim23-1 inh | UPR CHOP act | NALP3 yeast inh | APJ agonist | TIM10 inh | GRIN3A LBD mod | UPR XBP1 act | Mdm2-MdmX inh | tim10-1 inh
Profile of COCC(=O)N(Cc1ccco1)c1nnc(C2CCOC2)s1 (stereo unspecified) → 6 | 0.3 | 13 | 2 | 8 | 0 | 1 | 7 | 20
Profile of COCCCn1c(SC(C)C(=O)Nc2c(C)n(C)n(-c3ccccc3)c2=O)n[nH]c1=O (stereo unspecified) → 12 | 1.9 | -1 | -2 | 4 | 0 | -4 | 10 | 13
Profile of COc1ccc2cc(-c3cc(C(=O)O)c4ccccc4n3)ccc2c1 → 28 | -6.8 | -11 | 0 | 26 | 4 | -6 | -151 | 27
Profile of Cc1nnc(NC(=O)CC23CC4CC(CC(C4)C2)C3)s1 → 15 | -0.9 | -2 | -3 | 9 | -2 | 2 | 32 | 12
Profile of O=C(CCNC(=O)c1ccc([N+](=O)[O-])cc1)Nc1ccc(F)c(F)c1F → -6 | -0.2 | 18 | -1 | -9 | 0 | -4 | 0 | 1

(listing goes on)
SMILES	tim23-1 inh	UPR CHOP act	NALP3 yeast inh	APJ agonist	TIM10 inh	GRIN3A LBD mod	UPR XBP1 act	Mdm2-MdmX inh	tim10-1 inh
COc1cccc(-c2cccc(NC(=O)C3CCN(Cc4ccc(CO)o4)CC3)c2)c1	7	-0.2	13	-8	9	-1	-1	-10	0
CN1C[C@@H]2C(c3ccc(C(F)(F)F)cc3)C3(c4ccc(C#N)cc4)CC2(C3)[C@H]1c1ccccc1 (stereo partly specified)	27	-1.5	0	-2	23	3	4	19	24
COc1ccc(NC(=O)CN(C)S(=O)(=O)c2ccc(Cl)cc2)cn1	4	1.4	18	-2	-5	3	-1	-18	-1
COc1cccc(NC(=S)NC(=O)/C=C/c2ccc(F)cc2)c1	2	1.1	19	9	2	1	-3	47	2
CCC(Oc1ccc2ccccc2c1)C(=O)O (stereo unspecified)	-1	-1.9	7	-4	-12	0	-2	10	-12
O=S(=O)(c1cnc[nH]1)N1CCc2ccccc21	14	-1.0	0	7	0	1	-3	23	-6
Cc1nn(-c2ccccc2)c2nc(-c3ccco3)cc(C(=O)O)c12	-14	2.7	6	-4	2	1	13	10	11
O=c1[nH]c(Cc2cccs2)nc2scc(-c3ccc(Cl)cc3)c12	4	4.0	4	0	-21	-6	2	12	1
Cc1ccc(NC(=O)c2cc3cc(OC(F)(F)F)ccc3[nH]2)cc1	7	-0.5	8	-4	1	1	1	-12	-19
COc1ccccc1CNC(=O)COC(=O)c1cccnc1SCC(=O)NCc1ccccc1OC	-5	0.8	14	-3	12	-1	0	-9	15
CC(NC(=O)CCOc1ccccc1)c1ccccc1 (stereo unspecified)	6	1.1	14	0	-6	-1	-2	14	-12
CC(C)CC1NC(=O)N(CC(=O)N(C)C2CCCCC2)C1=O (stereo unspecified)	6	1.3	20	-2	3	2	-1	-21	-11
Nc1nnc(-c2ccc(Cl)cc2Cl)s1	17	6.6	16	-2	-16	12*	0	-15	-1
COc1ccc([N+](=O)[O-])cc1NC(=O)CCNC(=O)Cn1ccc2ccccc2c1=O	-4	2.1	14	-2	-22	0	0	8	-4
O=C(CCn1nc(-c2ccc(Cl)cc2)ccc1=O)NCc1ccccn1	14	1.1	7	2	9	-1	3	-6	25
CC(C)c1cc(=O)n2c(nc3ccccc32)[nH]1	26	2.1	5	1	0	2	0	20	20
Oc1ccc(C=Nc2cccc3ccccc23)c(O)c1	25	1.4	5	5	22	-2	3	22	27
CC1CN(c2ccc(Oc3ccccc3)cc2)c2nc3c(c(=O)n(CC(N)=O)c(=O)n3C)n2C1 (stereo unspecified)	5	1.2	0	-1	3	-1	-5	1	-1
Cc1ccccc1NC(=O)C(=O)NCC1CCCN1S(=O)(=O)c1cccs1 (stereo unspecified)	17	1.3	14	-5	13	-1	0	6	17
Cc1ccc2c(c1)cc(CN(Cc1ccc3c(c1)OCO3)S(=O)(=O)c1ccccc1)c1nnnn12	24	0.5	11	-1	-3	2	-2	14	28
COc1cccc(NC(=O)CCS(=O)(=O)c2ccc(Br)cc2)c1	15	-0.2	9	-2	-1	1	-6	-11	10
CC(C)(CO)NC(=O)C12CC3CC(CC(Br)(C3)C1)C2	5	2.0	24	-5	12	2	-1	19	-2
CCOC(=O)C1(CC2CCCCO2)CCN(S(=O)(=O)c2cccc(F)c2)CC1 (stereo unspecified)	28	-0.3	20	-5	11	-1	0	22	-4
Cc1ccc(/C=N/NC(=O)C(C)Oc2cccc3ccccc23)o1 (stereo unspecified)	36	0.9	2	-3	9	2	-3	-13	21
O=c1n(-c2ccccc2)c(=O)n2n1CCC2	8	-0.1	7	-3	-13	0	0	-18	4
Cn1c(C2=C(O)CN(Cc3ccccc3)C2=N)nc2ccccc21	-7	3.3	-13	-7	4	2	0	-16	4
CN(C)C(=O)CCc1ccc2c3c([nH]c2c1)[C@]1(C)[C@@H](C(=O)N2CCCCC2)C[C@H](CC(=O)NCCN2CCOCC2)C(=O)N1CC3	36	0.4	/	/	-1	0	1	-17	18
COc1cccc(NC(=S)Nc2ccc(Br)cc2Cl)c1	27	0.0	11	-1	21	-12	0	-28	-10
Cc1ccc(NC(=O)Nc2nnc(-c3ccccc3)o2)cc1	-3	7.5	5	-3	25	2	0	-13	0
O=C(C1CCN(S(=O)(=O)c2cc(Cl)ccc2Cl)CC1)N1CCCC1	16	-0.2	29	1	-13	1	0	-4	15
O=S(=O)(c1cccc(NC(=S)NCc2ccco2)c1)N1CCOCC1	10	0.9	13	4	-2	0	1	-17	10
Fc1cccc(NC(=S)N2CCc3ccccc32)c1	47	1.4	25	-5	21	-1	4	4	38
O=C(Cn1[nH]c(=O)c2ccccc2c1=O)Nc1ccc(-c2nnc3n2CCCCC3)cc1	11	-1.7	13	-3	7	0	-1	24	-3
Cc1c(C)c2c(OCC(=O)NCC(O)c3ccccc3)cc3c(c2oc1=O)CCC(C)(C)O3 (stereo unspecified)	-1	-1.0	10	-2	-9	-6	-1	4	2
COC(=O)c1c(NC(=O)CCc2ccc(C)o2)sc(C)c1C	23	0.1	22	-6	15	1	-2	9	35
CC(C)(CN1CCOCC1)NS(=O)(=O)c1ccccc1	-10	-0.6	14	-3	-13	0	0	-5	-9
O=C(c1cccc(F)c1)N1CCCC(C(=O)N2CCN(c3ccccc3)CC2)C1 (stereo unspecified)	5	0.9	6	-2	-4	0	-1	25	0
COc1ccc(NC(=O)c2ccccc2NC(=O)c2cccs2)cc1	3	2.0	-7	-2	-4	-6	6	27	-7
CCCn1c(CCNc2nc(-c3ccc(Cl)c([N+](=O)[O-])c3)cs2)nc2cc(Cl)c(Cl)cc21	14	0.7	13	6	8	13*	-1	15	25
Cc1ccc(C)c(CN2CCC(CNC(=O)Nc3ccc(Br)cc3F)CC2)c1	14	0.5	19	-2	1	-1	2	56*	26
O=C(/C=C/c1ccc(Cl)cc1Cl)c1cccnc1	31	1.8	8	0	9	1	-2	17	25
CC(=O)N1CCN(CC(=O)Nc2ccc(SC(F)F)cc2)CC1	9	-1.4	9	2	-2	-2	-1	-3	0
Cc1ccc(-c2csc3nc(C)n(-n4cccc4)c(=O)c23)o1	-6	3.3	12	-3	11	-1	3	12	6
CCCC(=O)Nc1ccccc1NC(=O)CN(C)S(=O)(=O)c1ccccc1	-2	-2.0	3	-3	-4	2	-2	0	15
CCNCc1cc(Br)c(OCC(=O)Nc2ccccc2)c(OC)c1	9	6.9	19	-5	4	1	0	21	8
CCn1c(=O)cc(SCC(=O)NCc2ccc(C)o2)c2ccccc21	15	1.8	1	4	4	0	1	60*	16
COc1cccc2c(=O)c(C(=O)NCc3cccs3)c[nH]c12	8	7.0	4	0	-3	-1	2	-94	27
Cc1cc(C)c(NC(=S)N(CCCN2CCOCC2)Cc2cccnc2)c(C)c1	-1	-1.1	-2	-3	-20	-2	-1	-11	25
Cc1cccc(NC(=O)Nc2c(C)n(C)n(-c3ccccc3)c2=O)c1	18	3.7	13	-2	3	-5	-1	-2	29
COC(=O)CC1C(=O)NC2CCCCC2N1C(=O)c1ccccc1 (stereo unspecified)	11	-0.8	2	1	6	-1	-2	-1	17
O=C(Cc1ccccc1)Nc1ccc(C(=O)NCc2ccccc2)cc1	3	1.0	17	-2	-9	-1	-4	11	0
CC(=O)C1=C(O)C(=O)N(c2ccc(Br)cc2)C1c1ccc([N+](=O)[O-])cc1 (stereo unspecified)	8	1.4	21	2	-3	-4	0	17	-1
